SMARCA2 activ: SMARCA2 (BRM) function activators, primary screen, cell-based, luminescence, high throughput. MG213 cells, MMTV-luciferase reporter, dexamethasone, overnight. activation, % at 9.1 µM. actives 1% (n = 370,000). AID 652017, 2013; in the data active = activation above about 7.8%;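 also: 0% = vehicle wells and 100% = reference activator wells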
ADAM17 inh: ADAM17 inhibitors, primary screen, biochemical, QFRET | Disintegrin and metalloproteinase domain-containing protein 17 (Homo sapiens), P78536 | recombinant ADAM17, EDANS/DABCYL FRET peptide cleavage | inhibition, % at 6.95 µM | actives 0.83% (n = 370,000);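 active = inhibition above the mean of compounds lying between control limits plus 3 SD, set per campaign, cut at about 8.5% in these data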;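 also: 0% = DMSO-only wells as the low control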
DAX1 inh-1: DAX1 (NR0B1) inhibitors on StAR promoter, primary screen, cell-based, luminescence, SF-1 (NR5A1), full-length DAX-1; HEK293T StAR-luciferase reporter, SF-1/DAX-1 repression relief; AID 652010, 2013; inhibition, % at 6.8 µM; actives 1.1% (n = 370,000);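 active = inhibition above the mean over all tested compounds plus 3 SD, cut at about 3.6% in these data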;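 also: 0% = DAX-1 cells with DMSO and 100% = cells lacking DAX-1 with DMSO; higher inhibition means more luminescence from relief of DAX-1 repression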
FXN GAA850 act: FXN promoter activators, primary screen, cell-based, luciferase luminescence, HEK293 lucGAA850; actives 0.56% (n = 360,000); AID 540364, 2011; HEK293 lucGAA850 FXN promoter luciferase reporter, 24 h; percent of 10 µM SAHA response; activation, % at 6 µM;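 active = activation above the average of all compounds screened plus 3 SD, cutoff fixed separately per campaign, cut at about 7.5% in these data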;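 also: 0% = DMSO wells and 100% = 10 µM SAHA wells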
PG9 Ab binder: binders of HIV-1 gp120 antibody PG9, primary screen, biochemical, TR-FRET | AID 624416, 2012 | HIV-1 gp120 / PG9 antibody interaction | TR-FRET gp120-PG9 antibody binding | inhibition, % at 6.7 µM | actives 0.43% (n = 360,000); in the data active = inhibition above about 8.5%
ssDAF-12 act: S. stercoralis DAF-12 nuclear receptor activators, primary screen, cell-based, luminescence, HEK293, GRIP1 co-expression, lit1-tk-luc; Nuclear hormone receptor DAF-12 (Strongyloides stercoralis); AID 652126, 2013; activation, % at 6.8 µM; HEK293 ssDAF-12/GRIP1 lit1-tk-luc reporter; % of 3 µM dafachronic acid response; actives 1% (n = 370,000);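 active = activation above the mean over all tested compounds plus 3 SD, cut at about 0.9% in these data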;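 also: 0% = DMSO-only wells and 100% = 3 µM delta7-dafachronic acid wells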
hgDAF12 agonist: H. glycines DAF-12 receptor agonists, primary screen, cell-based, luminescence, HEK293, GAL4 fusion, UAS-luciferase | actives 1.8% (n = 370,000) | HEK293 GAL4-hgDAF12 UAS-luciferase reporter, agonist luminescence; normalized to butyrate control | activation, % at 6.8 µM | Nuclear hormone receptor DAF-12 (Heterodera glycines), GAL4 fusion | AID 687014, 2013;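 active = activation above a cutoff set at the mean of all screened compounds plus 3 SD, cut at about 10% in these data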;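 also: 0% = DMSO wells and 100% = sodium butyrate wells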
GC-A act: GC-A stimulated cGMP production enhancers – HEK293 GC-A cells, cGMP TR-FRET, EC30 ANP, primary screen | activation, % at 10 µM | 0% at EC30 ANP, 100% saturating ANP | actives 0.14% (n = 370,000) | Atrial natriuretic peptide receptor 1 (Homo sapiens), P16066; in the data active = activation above about 40%
Target sequence (P16066 whole entry, looked up): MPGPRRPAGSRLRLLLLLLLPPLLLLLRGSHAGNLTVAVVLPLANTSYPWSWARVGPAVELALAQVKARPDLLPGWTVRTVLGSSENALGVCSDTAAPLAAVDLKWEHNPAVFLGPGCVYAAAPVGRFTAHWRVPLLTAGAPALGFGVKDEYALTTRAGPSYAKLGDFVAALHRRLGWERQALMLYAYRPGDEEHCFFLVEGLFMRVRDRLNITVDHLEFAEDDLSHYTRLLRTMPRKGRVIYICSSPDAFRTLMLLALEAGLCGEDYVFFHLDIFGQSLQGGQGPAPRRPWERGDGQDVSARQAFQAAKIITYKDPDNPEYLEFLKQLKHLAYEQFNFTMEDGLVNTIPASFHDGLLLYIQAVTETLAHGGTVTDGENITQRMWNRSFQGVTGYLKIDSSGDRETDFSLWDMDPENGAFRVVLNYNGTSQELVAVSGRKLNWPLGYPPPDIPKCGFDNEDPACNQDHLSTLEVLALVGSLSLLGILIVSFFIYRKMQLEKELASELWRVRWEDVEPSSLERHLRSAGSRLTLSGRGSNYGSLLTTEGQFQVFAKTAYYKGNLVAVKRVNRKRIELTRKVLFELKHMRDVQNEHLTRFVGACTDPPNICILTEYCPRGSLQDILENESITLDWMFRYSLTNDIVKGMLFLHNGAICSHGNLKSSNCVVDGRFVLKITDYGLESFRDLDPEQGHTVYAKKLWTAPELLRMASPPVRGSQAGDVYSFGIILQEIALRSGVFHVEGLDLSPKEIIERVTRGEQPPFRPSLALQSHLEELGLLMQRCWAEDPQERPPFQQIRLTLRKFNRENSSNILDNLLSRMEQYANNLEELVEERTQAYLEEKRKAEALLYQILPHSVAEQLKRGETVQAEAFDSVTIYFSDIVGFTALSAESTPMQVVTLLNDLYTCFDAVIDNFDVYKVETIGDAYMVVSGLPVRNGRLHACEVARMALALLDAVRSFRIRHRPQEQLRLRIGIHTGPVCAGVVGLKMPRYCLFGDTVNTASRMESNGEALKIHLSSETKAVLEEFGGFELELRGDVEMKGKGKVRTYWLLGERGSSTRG
DAX1 inh-2: DAX1 (NR0B1) inhibitors, primary screen, cell-based, HEK293, Gal4-DAX1, luciferase luminescence | HEK293 Gal4-DAX1 luciferase reporter | inhibition, % at 6.75 µM | actives 0.99% (n = 340,000) | AID 504766, 2011;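 active = inhibition above the mean over all tested compounds plus 3 SD, cut at about 4.2% in these data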;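 also: 0% = DAX1-transfected cells with DMSO and 100% = empty-vector control cells with DMSO; inhibition shows as a rise in luminescence from relieved DAX1 repression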
hcDAF-12 act: H. contortus DAF-12 nuclear receptor activators, primary screen, cell-based, luminescence, HEK293, lit1-tk-luc reporter; HEK293 hcDAF-12 lit1-tk-luc reporter; 0% DMSO, 100% Δ7-dafachronic acid; AID 652067, 2013; activation, % at 6.8 µM; actives 1.4% (n = 370,000);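 active = activation above the mean of all tested compounds plus 3 SD, cut at about 5.5% in these data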;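 also: 100% = response to 3 µM Δ7-dafachronic acid high control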
ADAM10 inh: human ADAM10 inhibitors, primary screen, biochemical, QFRET, HTS | actives 0.62% (n = 370,000) | Disintegrin and metalloproteinase domain-containing protein 10 (Homo sapiens), O14672 | inhibition, % at 7 µM | recombinant ADAM10, EDANS/DABCYL FRET peptide cleavage, 3 h;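 active = inhibition above a per-campaign cutoff equal to the mean of compounds falling between control-based bounds plus 3 SD, cut at about 20% in these data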;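 also: 0% = DMSO wells while the 100% control is not disclosed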
* marks the source's active call; other numbers are inactive results; i = inactive; . = not tested or not shown.

Second line of a record – SMARCA2 activ	hgDAF12 agonist	ADAM17 inh	ssDAF-12 act	hcDAF-12 act	PG9 Ab binder	FXN GAA850 act	ADAM10 inh	DAX1 inh-2	DAX1 inh-1	GC-A act
CCOC(=O)c1[nH]c(C)c(C(=O)OCC(=O)N2CCCCC2C)c1C (centres undefined)
 : 0	-0.7	-4	-1.1	-0.8	0.5	1.1	-3	-0.2	-0.1	5
Cc1ccc(COC(=O)c2cccc(S(=O)(=O)N3CCCCCC3)c2)cc1
 : -6	-0.3	-1	-1.4	-0.6	2.1	0.6	-2	-0.7	0.1	-1
COc1ccc(CCNC(=O)CC(Cc2ccccc2)C(=O)O)cc1OC (centres undefined)
 : -2	-3.5	-2	-0.6	-1.8	-0.5	-0.8	-5	1.0	2.1	2
COc1cccc(Nc2nnc(SCc3nc4ccccc4s3)s2)c1
 : 0	8.4	3	0.5	7.0*	-2.4	6.3	10	0.1	0.3	7
Cc1cccn2cc(CCNS(=O)(=O)c3ccc4c(c3)OCCO4)nc12
 : 3	1.7	-3	-0.8	-0.3	2.3	1.1	0	-0.5	-0.1	0
CCOc1ccc2c(c1)C(c1cccs1)=NNC(c1cccnc1)=N2
 : 1	-2.4	2	-0.3	-1.4	-2.9	0.9	-1	0.2	-0.7	2
O=C1C(=O)N(CCCO)C(c2ccccc2)/C1=C(\O)c1ccc(Br)cc1 (centres undefined)
 : -1	0.0	1	-0.8	-0.8	0.8	0.4	8	2.1	-0.3	2
C(=N\NC1=NCCN1)/c1ccncc1
 : 1	-1.8	0	-1.3	0.1	-1.9	-0.1	11	-1.0	0.4	1
CCCC(=O)N1CCN(c2ccc(NC(=O)C(C)(C)C)cc2Cl)CC1
 : 3	1.6	2	-1.6	-1.2	-0.9	-0.7	-3	-0.2	-0.2	-1
CCCC(=O)Nc1ccccc1-c1nnn(CC(=O)Nc2ccc(OC)cc2)n1
 : -1	-2.1	-2	-1.1	-2.9	0.1	-2.6	7	-1.6	-0.8	-9
COc1cc(/C=C2/SC(=S)N(c3c(C)n(C)n(-c4ccccc4)c3=O)C2=O)ccc1O
 : 2	1.0	4	0.3	-0.6	-8.3	1.3	3	-0.3	-0.8	-5
O=C(OCC(=O)N1CCc2ccccc21)c1ccccc1F
 : -1	1.9	2	0.1	3.8	-2.0	0.5	9	0.2	1.7	1
Cc1c(C(=O)O)c(-c2ccccc2)nn1-c1ccccc1
 : 1	-0.6	-2	-0.2	0.2	1.6	0.0	2	0.9	-0.3	2
COc1cc(CN2CCCC(CO)(Cc3cccc(Cl)c3)C2)cc(OC)c1O (centres undefined)
 : -2	-0.6	-2	-1.5	-1.7	0.7	-2.0	-2	-0.9	-0.3	-10
O=C(CNC(=O)c1[nH]cnc1C(=O)N[C@@H](Cc1ccccc1)C(=O)OCc1ccccc1)OCc1ccccc1
 : 2	0.1	8.8*	-1.5	0.2	-0.5	-0.2	22*	-0.3	-0.3	2
O=C(Nc1c[nH]c2c(Cl)cccc2c1=O)N1CCN(c2ccccn2)CC1
 : 5	2.3	-8	0.2	2.2	-0.9	1.9	-15	-1.0	0.2	5
COc1ccc(/C=C2\SC(=O)N(CCNC(=O)CN3C(=O)NC4(CCCC4)C3=O)C2=O)cc1
 : 0	5.2	1	-0.4	1.7	0.6	2.8	-1	1.6	4.2*	-1
CC(C)NC(=O)c1ccc2c(c1)N(CC(=O)NC1CCCCC1)C(=O)C(C)(C)O2
 : -1	1.7	1	-0.4	1.2	-1.3	-0.3	-5	-0.6	0.5	-6
CC1(C)CN(Cc2ccccc2)C(=O)[C@H]1CC(=O)Nc1ccc(Br)cc1
 : -7	-2.5	2	-1.7	-1.8	-1.4	-0.8	1	0.3	-1.1	1
CCOc1ccc(S(=O)(=O)NCCSc2ccccc2)cc1
 : -1	-0.3	6	-0.7	-0.5	-2.4	-0.7	14	-1.4	0.5	6
O=C(Nc1ccc(F)cc1)C(c1cccc(F)c1)N1CCN(Cc2c(F)cccc2Cl)CC1 (centres undefined)
 : 3	-4.2	3	-0.8	-0.8	0.4	.	-1	.	1.0	1
CC(C)C[C@@H](CNCC(=O)[C@H](CC(C)C)NC(=O)c1[nH]cnc1C(=O)N[C@H](CN)CC(C)C)NC(=O)c1nc[nH]c1C(=O)N[C@@H](CC(=O)O)C(=O)O
 : -6	1.5	-3	-0.7	-1.7	-1.7	0.6	-9	-1.4	-0.6	3
Cc1c(NC(=O)Nc2ccc(Cl)c(Cl)c2)c(=O)n(-c2ccccc2)n1C
 : -3	2.4	-5	-1.3	-0.3	1.0	-3.6	-4	1.4	-0.7	0
CC1CC(C)(C)N(C(=O)CN2C(=O)CCC2=O)c2ccccc21 (centres undefined)
 : -1	-2.4	1	-1.5	-1.3	2.6	-0.2	2	-0.3	-0.1	1
Cc1cc(NS(=O)(=O)c2c(C(=O)N3CCOCC3)c(C)n(C)c2C)ccc1Br
 : 7	-2.4	3	-1.2	-1.2	-3.2	-2.7	-3	0.6	-1.4	-1
COc1ccc(-n2cnc3c(cnn3CCC#N)c2=N)cc1
 : 1	-0.1	-3	-1.2	-1.6	-0.6	1.4	2	0.2	-0.8	2
CC(=O)C1=CCC(c2ccc(C(C)C)cc2)N(S(=O)(=O)c2ccc(C)cc2)C1 (centres undefined)
 : 0	-1.2	4	-0.7	1.7	-0.5	.	10	.	-1.9	0
CCN(CC)C(=O)C1CCCN(c2ccc([N+](=O)[O-])cc2)C1 (centres undefined)
 : -5	-2.5	3	-1.0	-0.5	2.5	1.3	11	-0.8	0.1	0
CCc1ccc(C2CC(c3ccc(Cl)cc3)=NNC2=O)cc1 (centres undefined)
 : 0	2.1	-1	-1.3	0.7	0.0	0.4	12	2.2	-0.6	19
COc1cc(C(=O)NCCC(C)C)ccc1OCc1ccc(Cl)cc1Cl
 : 0	1.5	5	-0.9	-1.6	1.9	0.2	8	-0.2	-0.4	1
COC(=O)CS(=O)(=O)c1cc(Br)cc2c1N(C(C)=O)CC2
 : 1	-0.7	-1	-0.9	0.0	-1.8	0.6	6	-0.9	-0.1	1
COc1ccc(C)c2sc(=NC(=O)c3ccccc3)n(C)c12
 : 1	3.5	1	0.4	10*	12*	3.6	-7	1.0	2.4	4
CCOc1cc2[nH]c(=O)n(CCC(=O)NCc3ccc(OC)cc3)c(=O)c2cc1OCC
 : -3	0.0	-3	-0.6	-0.1	-0.8	0.9	-14	0.2	0.0	2
C[C@H](CO)N1C[C@H](C)[C@@H](CN(C)C(=O)Nc2ccc(C(F)(F)F)cc2)Oc2ccc(NS(=O)(=O)c3cccs3)cc2C1=O
 : 1	1.8	0	-1.2	0.9	0.0	1.1	13	1.6	-0.3	3
COc1ccc(-n2nc(C(=O)Nc3ccc4c(c3)OCO4)c3c4ccccc4n(C)c3c2=O)cc1
 : -3	0.6	8	0.3	3.3	1.2	1.1	8	0.1	-0.4	-3
CN(C(=O)Nc1ccc(Cl)cc1Cl)C1CCCC1
 : 0	7.7	0	-0.9	1.5	-1.4	4.9	1	0.3	0.8	-2
CC(OC(=O)CCN=C1NS(=O)(=O)c2ccccc21)C(=O)Nc1ccccc1F (centres undefined)
 : -2	-1.4	-2	-1.2	-1.0	0.2	0.6	-5	-0.9	-1.2	2
COCc1[nH]nc2c1C(c1cccc(C(F)(F)F)c1)NC2=O (centres undefined)
 : -4	0.0	-5	-0.9	1.0	0.5	.	-9	.	-0.6	5
Nc1nc(SCC(=O)Nc2ccc([N+](=O)[O-])cc2)[nH]c(=O)c1NC(=O)c1ccc(Br)cc1
 : -2	1.5	1	-0.5	-1.2	-0.8	3.1	2	-0.6	-1.0	-3
CCOCCCNC(=O)C(c1ccccc1)N(Cc1ccc2c(c1)OCO2)C(=O)c1ccccc1O (centres undefined)
 : 0	-1.1	-3	-1.4	-2.2	-1.0	0.9	1	-0.7	-1.1	-31

Some of these compounds in order of the ADAM17 inh value, falling:
mol | ADAM17 inh
COc1cc(C(=O)NCCC(C)C)ccc1OCc1ccc(Cl)cc1Cl | 5
Cc1ccc(COC(=O)c2cccc(S(=O)(=O)N3CCCCCC3)c2)cc1 | -1
CCCC(=O)Nc1ccccc1-c1nnn(CC(=O)Nc2ccc(OC)cc2)n1 | -2

Following part:
Second line of a record – SMARCA2 activ	hgDAF12 agonist	ADAM17 inh	ssDAF-12 act	hcDAF-12 act	PG9 Ab binder	FXN GAA850 act	ADAM10 inh	DAX1 inh-2	DAX1 inh-1	GC-A act
Cc1ccc(C(=O)OCC(=O)Nc2ccc3[nH]c(=O)[nH]c3c2)o1
 : -1	-0.7	-4	-1.0	-1.2	-0.5	-1.6	-2	1.2	-1.3	0
CCOC(=O)[C@]12CCC=C1N(Cc1ccccc1)C(=O)[C@H](CC(=O)NCc1ccccc1)C2
 : 0	-1.3	-1	-0.3	0.1	1.0	.	-39	.	2.8	4
CN1C=CC=C/C1=C(\C#N)c1nc2ccccc2[nH]1
 : -1	2.7	-1	-0.6	0.8	-7.0	-1.2	-5	-0.1	-0.5	-9
COC(=O)c1ccc(N2CCN(C)CC2)c(NC(=O)c2cccnc2)c1
 : -1	-3.6	-1	-0.6	1.8	-1.5	-0.3	-1	-0.8	-0.9	5
CCOc1ccccc1N1CC(C(=O)Nc2ccccc2CC)CC1=O (centres undefined)
 : -4	-2.6	-5	-0.8	0.5	1.0	0.7	-8	0.4	0.0	-6
C[C@H]1CN([C@@H](C)CO)C(=O)c2cccc(NC(=O)Nc3ccc(F)cc3)c2O[C@@H]1CN(C)Cc1ccc(C(=O)O)cc1
 : 0	1.4	-2	-1.4	0.5	-1.2	-0.5	2	0.3	0.2	4
COCCN(C(=O)Cn1nnc2ccccc21)C(C(=O)NC1CCCC1)c1cccc(OC)c1OC (centres undefined)
 : 0	-3.6	-5	-1.0	-2.5	0.8	-4.3	-1	-1.0	-0.5	-3
O=C(N/N=C/c1cccc(Br)c1)c1ccc(Cn2cc(Br)cn2)o1
 : 1	2.6	-2	-1.7	-1.1	-0.9	1.1	3	-0.1	-0.6	-4
Cc1ccc(S(=O)(=O)Nc2ncccn2)cc1
 : 5	-1.9	0	-0.7	-2.0	-2.0	1.8	8	1.8	-0.3	1
F[B-](F)(F)c1cnc2ccccc2c1
 : -3	0.7	-4	-0.9	0.8	-0.8	1.5	-13	-0.3	-0.3	-2
O=C1c2ccccc2NC(c2ccc(F)cc2)N1Cc1ccco1 (centres undefined)
 : -2	0.2	-373	-1.0	-2.4	1.5	2.2	i	-1.7	-0.6	-15
